LGR2 antag = blocks bursicon-induced cAMP signaling via Drosophila LGR2 | HEK293 LGR2, CRE-luciferase, bursicon-stimulated, 4 h | inhibition, % at 9.99 µM | 380,000 compounds, 0.35% hits;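 active means drop in luminescence signal, shown as inhibition above about 50% in the replicate tests, limit read from the data, passing the limit was not always enough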;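 further: agonist challenge used bursicon conditioned medium at about half maximal strength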
Casp6 inh = inhibitors of human caspase-6; P55212; purified caspase-6, Z-VEID-R110 cleavage fluorescence; inhibition, % at 12.5 µM; 350,000 compounds, 0.53% hits;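 active means mean inhibition across replicates at least about 35%, with every replicate also reaching that limit, limit read from the data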;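 further: 0% = median of neutral control wells and 100% = no fluorescence left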
Target sequence (P55212 24-179 limits assumed): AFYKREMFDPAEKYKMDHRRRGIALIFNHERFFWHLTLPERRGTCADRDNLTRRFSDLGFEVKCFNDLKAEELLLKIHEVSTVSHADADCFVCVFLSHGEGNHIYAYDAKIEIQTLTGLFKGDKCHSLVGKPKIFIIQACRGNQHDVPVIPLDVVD
Target sequence (P55212 194-293 limits assumed): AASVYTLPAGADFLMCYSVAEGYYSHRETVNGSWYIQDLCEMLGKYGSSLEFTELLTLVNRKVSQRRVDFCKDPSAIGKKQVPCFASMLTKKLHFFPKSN
miR122 inh = blocks miR-122 activity in Huh7 sensor cells. 340,000 compounds, 0.3% hits. activation (reporter increase), % at 12.5 µM. Huh7 miR-122 Renilla luciferase sensor, 48 h; neutral wells = 0, positive control = 100;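 active means mean replicate activation score at least 90 and every replicate individually at or above 90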;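 further: higher luciferase means less miR-122 activity so hits act as miR-122 inhibitors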
Cneo AK release = Cryptococcus neoformans lysis via adenylate kinase release | C. neoformans lysis, adenylate kinase release luminescence, 4 h; normalised: neutral wells 0, clomiphene wells 100 | lysis activity, % at 15 µM | 360,000 compounds, 0.2% hits | AID 651654;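 active means mean lysis activity across replicates of at least 80%, whatever share of replicates individually reach that level; inactive means mean lysis activity below 80%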
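Material – log-phase Cryptococcus neoformans yeast cells · Input – 5 × 10^6 yeast cells/mL · Medium – fresh YPD growth medium · Doses – single compound concentration per well · Timing – static 4 h at 37 °C with compound, 1 h detection · Detection – adenylate kinase release luminescence · Read-out – signal increase indicating cell lysis · Control set – Clomiphene as positive lysis control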
PGC1a acetyl inh = lowers PGC1a acetylation signal in U2OS cells. AlphaScreen anti-acetyl-lysine; with virally co-expressed GCN5 acetyltransferase. inhibition, % at 15.6 µM. 350,000 compounds, 0.17% hits;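 active means every replicate shows inhibition of at least 40%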;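 further: 0% = neutral control wells and 100% = positive control wells; some results beyond the cut were filed as inactive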
EWS-Fli block = blocks EWS/Fli oncoprotein-driven transcription; inhibition, % at 12.6 µM; A673 NR0B1-luciferase reporter, viability-normalised; 350,000 compounds, 0.67% hits;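 active means mean inhibition of at least 50% after viability correction, with every replicate also passing that limit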;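 further: firefly luciferase signal divided by Alamar Blue viability fluorescence both relative to DMSO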
FN deposition inh = fibronectin deposition inhibition. AH1F fibroblasts, Alexa488-fibronectin deposition fluorescence, overnight. inhibition, % at 12.6 µM. 350,000 compounds, 0.086% hits. AID 743247;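 active means mean inhibition across replicates of 30% or more, regardless of how many single replicates reach that level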;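 further: positive control wells lacked labelled fibronectin entirely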
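Material: AH1F fibroblast monolayer depositing Alexa488-labelled fibronectin into matrix / Amount: 10000 AH1F cells per well / Signal: fluorescence 485/525 nm / Medium: DMEM, 2% serum / Compound: single dose, pinned / Incubation: 1 h cell adhesion before compound, then overnight fibronectin incubation / Reagent: Alexa488-FN, 24 nM final / Read-out: inhibition of fibronectin deposition signal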
PAX8 inh HTS = inhibitors of PAX8 transcriptional activity in RMG-I cells; RMG-I TPO-luciferase reporter, SteadyGlo, 24 h; inhibition, % at 12.6 µM; 360,000 compounds, 1.2% hits; AID 652154;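 active means mean replicate inhibition at least 60% with every replicate also reaching 60%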;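 further: luciferase light reporting Pax8 driven TPO promoter activity; plate controls were median of neutral control wells for no effect and mitoxantrone controls for full effect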
Starred values were filed as active, the others as inactive; & = joins results of further samples; [ ] = remark or other dose. Outcome played no part in choosing rows; overall some 2.5% were active at least once.

Results for CCOC(=O)c1cc(-c2ccccc2)sc1N ?
LGR2 antag: -63; miR122 inh: 16; Cneo AK release: 0; PGC1a acetyl inh: -16

What do the screens show for `Cn1nc(-c2ccccc2)c(CO)c1Oc1ccc(F)cc1`?
LGR2 antag: 17; Casp6 inh: 5; miR122 inh: 0; PGC1a acetyl inh: 3; EWS-Fli block: -3; FN deposition inh: -13; PAX8 inh HTS: 6

What do the screens show for `Cc1cccc(S(=O)(=O)N(C)C[C@@H]2OCc3cn(nn3)CCCC(=O)N([C@H](C)CO)C[C@@H]2C)c1`?
LGR2 antag: -4; Casp6 inh: 1; miR122 inh: 6[16.7 µM]; Cneo AK release: 6; PGC1a acetyl inh: -2; EWS-Fli block: 2; FN deposition inh: -5

How did CC1CCCCN1CCCNC(=O)c1ccc(N2CCCC2=O)cc1 (configuration not stated) do in these assays?
LGR2 antag: 14; Casp6 inh: -36; miR122 inh: 1; Cneo AK release: -1; PGC1a acetyl inh: 1; EWS-Fli block: 2; FN deposition inh: 0; PAX8 inh HTS: -12

Results for CN1CCN(CC(=O)N2c3ccccc3Sc3ccccc32)CC1 ?
LGR2 antag: 3; Casp6 inh: 2; miR122 inh: -3; Cneo AK release: 0; PGC1a acetyl inh: -1; EWS-Fli block: -3; FN deposition inh: 8; PAX8 inh HTS: -4

How did CCc1ccc(-n2c(=S)sc3c(=O)n(-c4ccccc4)c(SCC(=O)O)nc32)cc1 do in these assays?
LGR2 antag: -6; Casp6 inh: 6; miR122 inh: -3; Cneo AK release: 0; PGC1a acetyl inh: 8; EWS-Fli block: 4; FN deposition inh: -14; PAX8 inh HTS: 0

How did COc1ccc2c(c1OC)C(=O)N1C2SC[C@H]1C(=O)NC1CC(C)(C)NC(C)(C)C1 (some centres not stated) do in these assays?
miR122 inh: -4; Cneo AK release: 1&-1; PGC1a acetyl inh: 4; FN deposition inh: 4

Results for C[C@H](CO)N1C[C@H](C)[C@H](CN(C)S(=O)(=O)c2cccs2)Oc2ccc(NS(=O)(=O)c3ccc(F)cc3)cc2CC1=O ?
LGR2 antag: -12; Casp6 inh: -2; miR122 inh: -1[16.7 µM]; Cneo AK release: -1; PGC1a acetyl inh: 9; EWS-Fli block: -7; PAX8 inh HTS: -12

Results for O=C(C[C@@H]1CC[C@H](NC(=O)c2ccccc2)[C@H](CO)O1)NCc1ccncn1 ?
LGR2 antag: -5; Casp6 inh: 2; Cneo AK release: -2; PGC1a acetyl inh: -3; EWS-Fli block: -6; FN deposition inh: -3; PAX8 inh HTS: -16

How did Cc1ccccc1NC(=O)C(=O)NCCc1c[nH]c2ccccc12 do in these assays?
LGR2 antag: -10; Casp6 inh: -1; miR122 inh: -7; Cneo AK release: 3; PGC1a acetyl inh: -15; EWS-Fli block: 22; FN deposition inh: -2; PAX8 inh HTS: -18

What do the screens show for `Cc1noc(C)c1S(=O)(=O)Nc1ccc2c(c1)C(=O)N([C@H](C)CO)C[C@@H](C)[C@H](CN(C)CC1CCCCC1)OCCCC[C@H](C)O2`?
LGR2 antag: 6; Casp6 inh: -1; miR122 inh: 5[16.7 µM]; Cneo AK release: 0; EWS-Fli block: 6; PAX8 inh HTS: -4

How did O=C(CCC(=O)NCc1ccccc1)NCc1ccccc1 do in these assays?
LGR2 antag: -9; Casp6 inh: -1; miR122 inh: -4; Cneo AK release: 3; PGC1a acetyl inh: -14; EWS-Fli block: -20; FN deposition inh: 6; PAX8 inh HTS: 17

Results for CCOc1cc(C(=O)Nc2ncn[nH]2)cc(OCC)c1OCC ?
LGR2 antag: 13; Casp6 inh: -3; PGC1a acetyl inh: 11; EWS-Fli block: 2; PAX8 inh HTS: 6

Results for CCOC(=O)CC(S(=O)(=O)c1ccccc1)S(=O)(=O)c1ccccc1 ?
LGR2 antag: 23; Casp6 inh: 1; miR122 inh: -16; Cneo AK release: -2; PGC1a acetyl inh: -96; EWS-Fli block: 20; FN deposition inh: 12; PAX8 inh HTS: 42

What do the screens show for `O=C(NC(C(=O)NCCN1CCOCC1)C12CC3CC(CC(C3)C1)C2)C1CCCCC1` (configuration not stated)?
LGR2 antag: 1; Casp6 inh: -2; miR122 inh: 5; Cneo AK release: 0

Results for CCCC(=O)N1C[C@H]2[C@@H](c3ccccc31)[C@H](CO)N2C(=O)Nc1ccccc1 ?
LGR2 antag: 1; Casp6 inh: -2; miR122 inh: -21[16.7 µM]; Cneo AK release: -9; PGC1a acetyl inh: -3; EWS-Fli block: 1; PAX8 inh HTS: 15

How did COc1ccc(NC(=O)N(C)C[C@@H]2Oc3ccc(NC(=O)Nc4ccccc4)cc3CC(=O)N([C@H](C)CO)C[C@H]2C)cc1 do in these assays?
LGR2 antag: 10; Casp6 inh: 0; miR122 inh: -5[16.7 µM]; Cneo AK release: 2; PGC1a acetyl inh: 6; EWS-Fli block: -6; FN deposition inh: 0

What do the screens show for `C[C@@H]1CN([C@H](C)CO)C(=O)Cc2cc(NC(=O)CCC(F)(F)F)ccc2O[C@H]1CN(C)C(=O)Nc1ccccc1`?
LGR2 antag: 0; Casp6 inh: -1; miR122 inh: -6[16.7 µM]; Cneo AK release: 1; PGC1a acetyl inh: 1; EWS-Fli block: 1; PAX8 inh HTS: -26

Results for CCc1ccccc1N(C)S(=O)(=O)c1ccc2[nH]cc(C(=O)O)c(=O)c2c1 ?
Casp6 inh: 5; PGC1a acetyl inh: 0; EWS-Fli block: 3; FN deposition inh: -3; PAX8 inh HTS: -5

How did COc1ccc(-c2ccc([C@H]3[C@@H](CO)N4C(=O)CN(C(=O)c5cccnc5)C[C@H]34)cc2)cc1 do in these assays?
LGR2 antag: 16; Casp6 inh: 0; PGC1a acetyl inh: 3; EWS-Fli block: -6; PAX8 inh HTS: -22

How did O=C(c1ccc(CNc2c(N3CCCC3)c(=O)c2=O)cc1)N1CCN(C2CCCCC2)CC1 do in these assays?
LGR2 antag: -9; Casp6 inh: 3; miR122 inh: -3; Cneo AK release: -5; PGC1a acetyl inh: -26; EWS-Fli block: -53; FN deposition inh: -1; PAX8 inh HTS: -9

How did CCn1cc(/C=N/NC(=O)c2cc3c(ccc4ccccc43)o2)c2ccccc21 do in these assays?
LGR2 antag: -8; miR122 inh: -10; Cneo AK release: 1; PGC1a acetyl inh: -4

How did COc1ccc(CC(=O)NC(=S)Nc2cccc(C)c2)cc1 do in these assays?
LGR2 antag: -25; Casp6 inh: 1; PGC1a acetyl inh: -4; EWS-Fli block: -3; FN deposition inh: -17; PAX8 inh HTS: 7

Results for O=C(Nc1ccc(Cl)cc1)N1C[C@@H]2[C@H](c3ccccc31)[C@@H](CO)N2C(=O)C1CC1 ?
LGR2 antag: -14; Casp6 inh: 3; miR122 inh: 0[16.7 µM]; Cneo AK release: -1; PGC1a acetyl inh: 7; EWS-Fli block: -1; PAX8 inh HTS: -5

What do the screens show for `C[C@H]1C(c2ccc(F)cc2)=NN(c2ccccc2)[C@@H]1CO`?
LGR2 antag: -7; Casp6 inh: 1; miR122 inh: 5; Cneo AK release: -1; PGC1a acetyl inh: -7; EWS-Fli block: -7; FN deposition inh: 3; PAX8 inh HTS: 5

How did C[C@@H]1CN([C@@H](C)CO)C(=O)c2cc(C#Cc3ccccn3)cnc2O[C@@H]1CN(C)C(=O)CCN1CCCCC1 do in these assays?
LGR2 antag: -9; Casp6 inh: 1; miR122 inh: -8[16.7 µM]; Cneo AK release: -3; PGC1a acetyl inh: 4; EWS-Fli block: 0

Results for O=C(NCc1ccccn1)[C@H]1[C@H](CO)[C@H]2Cn3c(cccc3=O)[C@H]2N1CCc1ccccc1 ?
LGR2 antag: 2; Casp6 inh: -3; Cneo AK release: 34; EWS-Fli block: 11

What do the screens show for `Cn1cc(C(=O)NC2CCCCC2)c(=O)c2cc(S(=O)(=O)N3CCOCC3)ccc21`?
LGR2 antag: 2; Casp6 inh: 4; miR122 inh: -1; Cneo AK release: -1; PGC1a acetyl inh: -3; FN deposition inh: -5; PAX8 inh HTS: -14

How did O=C1N(Cc2cccc(Cl)c2)C[C@@H]2C[C@@H](c3cccc4ncccc34)N3CCC[C@@]123 do in these assays?
Casp6 inh: 3; miR122 inh: -2; Cneo AK release: -3; PGC1a acetyl inh: 6; EWS-Fli block: 17; FN deposition inh: 1; PAX8 inh HTS: 19

Results for O=c1cc(-c2ccccc2)nc(SCCOc2ccccc2Cl)[nH]1 ?
LGR2 antag: 13; Casp6 inh: 2; EWS-Fli block: -15; FN deposition inh: 2; PAX8 inh HTS: 10

How did C[C@@H]1CN([C@@H](C)CO)C(=O)c2cc(NC(=O)Nc3ccc4c(c3)OCO4)ccc2O[C@@H](C)CCCCO[C@H]1CN(C)C(=O)Cc1ccccc1 do in these assays?
LGR2 antag: -9; Casp6 inh: 1; miR122 inh: -4[16.7 µM]; Cneo AK release: 51; PGC1a acetyl inh: -13; EWS-Fli block: 3; PAX8 inh HTS: 1

What do the screens show for `O=C(CSc1nc(O)c(Cc2ccccc2)c(=O)[nH]1)Nc1nnc(SCc2ccccc2)s1`?
LGR2 antag: -20; Casp6 inh: 51*; miR122 inh: -5; Cneo AK release: -25; PGC1a acetyl inh: 22; EWS-Fli block: 2; FN deposition inh: -6; PAX8 inh HTS: 0

What do the screens show for `COc1cccc(OCC(Cn2c(C)nc3ccccc32)OC(C)=O)c1` (configuration not stated)?
LGR2 antag: 17; Casp6 inh: 1; EWS-Fli block: 8; PAX8 inh HTS: 23

Results for COc1ccc(C(=O)O)cc1S(=O)(=O)Nc1ccc(Oc2ccccc2)cc1 ?
LGR2 antag: 8; Casp6 inh: -4; Cneo AK release: 0; EWS-Fli block: 6; FN deposition inh: 4; PAX8 inh HTS: 0

How did Cc1cc2n(n1)C(c1ccccc1)Nc1ccccc1-2 (configuration not stated) do in these assays?
LGR2 antag: -23; Casp6 inh: 2; miR122 inh: 4; Cneo AK release: 2; PGC1a acetyl inh: 8; FN deposition inh: 4; PAX8 inh HTS: -4

Results for CC(=O)Nc1ccc2c(c1)C(=O)N(C)[C@H]1CC[C@@H](CC(=O)NCc3ccccc3)O[C@H]1CO2 ?
LGR2 antag: -5; Casp6 inh: 0; miR122 inh: 8[16.7 µM]; Cneo AK release: 4; PGC1a acetyl inh: 9; EWS-Fli block: 6; FN deposition inh: -6; PAX8 inh HTS: -2

What do the screens show for `Cc1ccc(OC(=O)N(C)C[C@H]2OCc3cn(nn3)CCCC(=O)N([C@H](C)CO)C[C@H]2C)cc1`?
LGR2 antag: 1; miR122 inh: 5[16.7 µM]; PGC1a acetyl inh: 3; EWS-Fli block: -3; FN deposition inh: -1; PAX8 inh HTS: 2

What do the screens show for `CCNc1nc(N)c(C(=C(C#N)C#N)c2ccccc2)s1`?
miR122 inh: -1; Cneo AK release: -5; PGC1a acetyl inh: -22; FN deposition inh: 2; PAX8 inh HTS: -9

Screens (PubChem)
